Compound activity: PubChem BioAssay, National Center for Advancing Translational Sciences (NCATS)
Nrf2 block: inhibitors of Nrf2 signaling. A549 ARE-Fluc reporter, luciferase luminescence, 18-24 h. Potency, µM (titrated, usually from 46 µM), without a hit: at the top dose activity change, negative = inhibition, most hits filed as inhibitors. 360,000 tested, 2.1% active. AID 504444; note: potency is the fitted concentration of half-maximal effect; % is set by controls: 0 for no effect and ±100 for the full control effect; nearly all actives have a fitted effect of over 60% in size
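In this cell-based qHTS, ARE-driven firefly luciferase in A549 cells reports Nrf2 activity; the luminescent signal after BugLite lysis is the measured value, with a prior CellTiter-Fluor read for cell health.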
Nrf2 ARE act: Nrf2 pathway activation; AREc32 ARE-luciferase reporter (MCF7-derived line), luminescence, 24 h; Potency, µM (top dose mostly 46.1 µM), for the others: top-dose activation, actives largely listed as activators; 410,000 tested, 0.31% active; note: potency is the fitted concentration of half-maximal effect; % of control where 0% means no effect; nearly all actives have a fitted effect of over 65% in size
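Quantitative high-throughput format: AREc32 reporter cells, 1000 per well, received compound by pin transfer and were incubated 24 hr at 37 deg C, 5% CO2, before Steady-Glo luminescence detection.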
Mm-Cpn inhibitor: inhibitors of Methanococcus maripaludis chaperonin (MmCpn); purified Mm-Cpn ATPase, ADP Transcreener TR-FRET; Potency, µM (doses to about 76.9 µM), for the others: at the highest dose activity, negative = inhibition, usual class: inhibitors; AID 504842; 330,000 tested, 0.031% active; note: potency is the fitted concentration of half-maximal effect; % is set by controls: 0 for no effect and ±100 for the full control effect; nearly all actives have a fitted effect of over 80% in size
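Reaction buffer contained 30 mM Tris pH 7.4, 100 mM KCl, 5 mM MgCl2 and 1 mM DTT. Mm-CPN (25 nM final) hydrolysed 10 uM ATP over 30 min at 37°C; ADP was read by HTRF.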
TGFb SMAD3 inh: TGF-b pathway inhibition; AID 588855; HepG2 CAGA-GFP TGF-b/SMAD3 reporter, GFP fluorescence, 18 h; TGF-beta stimulated, 500 pg/mL final; 410,000 tested, 1.2% active; Potency, µM (doses to about 46.1 µM), for the others: top-dose activity, negative = inhibition, usual class: inhibitors; note: potency is the fitted concentration of half-maximal effect; % is set by controls: 0 for no effect and ±100 for the full control effect; nearly all actives have a fitted effect of over 65% in size
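First, reporter cells (HEPG2 CAGA-GFP) rested 2 h at 37 degrees C. Next, compounds were pinned in and TGF-beta added to 500 pg/mL final. After 18 h, GFP was imaged per cell and summed per well.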
CCT chaperon mod: modulators of cytosolic chaperonin (CCT/TRiC) activity; purified chaperonin ATPase assay, HTRF ADP detection, 30 min; 360,000 tested, 0.3% active; activity change, % (concentration not given with the values), hits read low; in the data active = activity change below about -30%; note: % is set by controls: 0 for no effect and ±100 for the full control effect
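Enzyme 40 or 20 nM (batch-dependent) in Tris pH 7.4/KCl/MgCl2/DTT; cpd 76 uM single point; ATP 10 uM; 30 min 37 °C; Transcreener ADP HTRF detection, 30 min RT; ratio 665/615.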
HepG2 tox: kills HepG2 cells in TGF-b inhibitor counter-screen; HepG2 CAGA-GFP viability, ATP luminescence, 18 h; Potency, µM (highest dose often 46.1 µM), inactives show at the highest dose activity change, negative = cytotoxicity, most hits filed as cytotoxic; 410,000 tested, 0.76% active; note: potency is the fitted concentration of half-maximal effect; some results filed as inactive show a strong effect at the top dose
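HepG2 CAGA-GFP cells (1000/well, DMEM with 1% FBS) received compound, then TGF-beta at 500 pg/mL final, and were incubated 18 hours at 37 degrees C. Viability was read by CellTiter-Glo luminescence. Media-only wells were set as complete cell-killing and DMSO as no toxicity.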
S2 tox: viability counter-screen for ATXN expression inhibitors; S2 cells (HEK-293 line with an ATXN2-luciferase reporter) viability, CellTiter-Fluor protease fluorescence, 24 h; Potency, µM (series often up to 56.7 µM), most hits filed as cytotoxic; 400,000 tested, 0.49% active; AID 651635; note: potency is the fitted concentration of half-maximal effect; nearly all actives have a fitted effect of over 40% in size
A549 tox: kills or reduces viability of A549 cells in Nrf2 counter-screen | Potency, µM (doses to about 46 µM), for inactives: at the highest dose activity change, negative = cytotoxicity, actives largely listed as inhibitors | 390,000 tested, 0.16% active | A549 ARE-Fluc cells, CellTiter-Fluor viability, 18-24 h; note: potency is the fitted concentration of half-maximal effect; % is set by controls: 0 for no effect and ±100 for the full control effect
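A549 ARE_Fluc cells in 5% FBS OPTI-MEM were exposed to compounds in concentration-response for 18-24 h at 37 deg C. Viability was read by CellTiter-Fluor fluorescence (Ex 405/Em 525) after 30 min, before the luciferase read.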
pAkt inh: blocks phosphorylation of Akt; Neuro2A IGF-stimulated pAkt S473 HTRF, 20 min; active compounds read low; activity change, % for hits at 50 µM; 360,000 tested, 0.32% active; in the data active = activity change below about -80%; inconclusive = mostly about -51% to -80%; note: % is set by controls: 0 for no effect and ±100 for the full control effect
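Neuro2A cells (4,500/well, DMEM with 0.5% FBS) were treated with compound at a single 50 µM final concentration, stimulated with 6 nM IGF for 20 min at 37 °C, and lysed. Phospho-Akt Ser473 was read by HTRF as 665/615 ratio ×10^4.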
Starred values were filed as active, the others as inactive; i = inactive; ? = inconclusive; nt = no result given. Unless noted, calls come from the whole dose curve; as a rule, active = well fitted curve in the direction sought with a large enough effect; inconclusive = small, poorly fitted or top-dose-only effect, or another doubt; inactive = no such curve, though single readings can be large; an effect the other way counts as inactive or inconclusive.

canonical_smiles | S2 tox | TGFb SMAD3 inh | Nrf2 ARE act | CCT chaperon mod | Mm-Cpn inhibitor | pAkt inh | A549 tox | HepG2 tox | Nrf2 block
O=C(ON=C1CCN(c2ccc([N+](=O)[O-])cc2)CC1)c1ccccc1 | ? | 0% | -0.3% | -1.5 | -2% | i | ? | 0% | 14%
CN(C)N1C(N)=C(C#N)C(c2cccc3ccccc23)C2=C1CC(c1ccccc1)CC2=O (configuration not stated) | i | ? | 2.1% | -1.6 | -10% | i | ? | -28% | ?
COc1cccc(OCCOc2cccc(/C=N/n3cnnc3)c2)c1 | i | 22% | 0.3% | -0.6 | 0% | i | -6% | -4% | ?
CCOC(=O)c1cc(C(=O)n2cc(Cl)cn2)nn1C | i | 8% | -0.2% | -1.2 | 0% | i | -2% | 1% | -5%
COc1ccc(NC(=O)c2sc3nc4c(cc3c2N)CN(Cc2ccccc2)CC4)cc1 | i | 1% | 4.1% | nt | nt | nt | 0% | 0% | 8%
OCC[C@H]1C[C@@H](O)[C@H](O)[C@]2(CCCCO2)O1 | i | 12% | -0.8% | 1.3 | -1% | i | -5% | 5% | 1%
COc1cccc(/C=N/NC(=O)C(=O)NCc2cccnc2)c1 | i | -1% | 0.2% | -1.0 | -1% | i | -3% | 8% | 12%
Cc1cccc(NC(=O)CN(C)S(=O)(=O)c2ccc3c(c2)n(C)c(=O)c(=O)n3C)c1C | i | -12% | -0.1% | 0.3 | 1% | i | -2% | -4% | -7%
c1ccc(N2CCN(Cc3ccc4c(c3)OCO4)CC2)nc1 | i | -27% | -0.7% | -0.5 | nt | i | 3% | -28% | -3%
Cc1cccc(C(=O)N2CCCCCC2)c1 | i | -1% | 0.3% | -1.8 | -2% | nt | -4% | 2% | ?
Cc1cc(C(=O)NC2CC(C)(C)Cc3c2cnn3-c2ccccc2C)c(C)o1 (configuration not stated) | i | 0% | -0.2% | 0.2 | 0% | i | -8% | -7% | -28%
CCOc1ccc(C(=O)CN2C(=O)NC3(CCCc4ccccc43)C2=O)cc1 (configuration not stated) | i | 1% | -0.4% | -2.0 | nt | i | nt | -11% | nt
CC(C)c1ccc(NC(=O)[C@@H]2CCC(=O)N2C2OC(=O)c3ccccc32)cc1 (some centres not stated) | i | -17% | 5.3% | -5.0 | 0% | i | 9% | -26% | 26%
Cc1nc2ccccc2nc1N1CCCCC1 | i | -2% | 0.4% | -4.2 | 2% | i | -4% | -13% | 1%
COC(=O)c1cc(Br)c(=O)n(CCc2ccccc2)c1 | i | -13% | 7.6% | 0.4 | 0% | nt | 7% | 9% | 9%
COc1ccccc1NC(=O)c1ccc(COc2ccccc2OC)cc1 | i | 15% | -0.4% | 0.7 | nt | i | 0% | -12% | -24%
O=C(O)C1Nc2ccccc2C2C=CCC12 (configuration not stated) | nt | 29% | nt | nt | nt | nt | -7% | 15% | 6%
COC(=O)c1ccccc1NC(=O)c1cc2ncc(Br)cn2n1 | i | 23% | 4.2% | -26 | nt | i | -6% | 8% | nt
CCn1c(CNC(=O)c2cccc(C)c2)nnc1SCC(=O)NC1CCCCC1C (configuration not stated) | i | 11% | -0.9% | -1.4 | 0% | i | 2% | -20% | 8%
CC(C)(C)C(=O)c1c(N)[nH]c(C(=O)c2ccccc2)c1-c1cc2ccccc2nc1Cl | i | nt | 0.8% | 0.2 | nt | i | nt | nt | nt
CC(=O)N1CCN(C(=O)c2cc(=O)c3ccccc3o2)CC1 | i | -2% | ? | 0.1 | 1% | i | 3% | 6% | 26%
COc1ccc(OCc2cc(C(=O)NC3Cc4ccccc4C3)no2)c(Cl)c1 | i | -8% | -1.0% | -0.2 | -1% | i | -5% | 11% | ?
CCC(C)N(C(=O)c1csnn1)C(C(=O)NC(C)(C)C)c1ccccc1 (configuration not stated) | ? | 7% | -0.3% | -1.8 | 2% | i | -4% | 0% | ?
Cc1cc(Cl)ccc1OC(C)C(=O)NC(C)C1CCCO1 (configuration not stated) | i | 7% | 0.9% | -1.2 | 0% | i | 2% | -2% | -9%
CN1C(=O)C(C)(C)c2cc(S(=O)(=O)N3CCCC(C(=O)NCc4ccc(F)cc4)C3)ccc21 (configuration not stated) | i | -12% | 0.5% | -1.7 | -3% | i | -2% | -34% | ?

Complete entries as entered above:
Profile of Cc1cccc(NC(=O)CN(C)S(=O)(=O)c2ccc3c(c2)n(C)c(=O)c(=O)n3C)c1C = S2 tox: i; TGFb SMAD3 inh: -12%; Nrf2 ARE act: -0.1%; CCT chaperon mod: 0.3; Mm-Cpn inhibitor: 1%; pAkt inh: i; A549 tox: -2%; HepG2 tox: -4%; Nrf2 block: -7%
Profile of CCn1c(CNC(=O)c2cccc(C)c2)nnc1SCC(=O)NC1CCCCC1C (configuration not stated) = S2 tox: i; TGFb SMAD3 inh: 11%; Nrf2 ARE act: -0.9%; CCT chaperon mod: -1.4; Mm-Cpn inhibitor: 0%; pAkt inh: i; A549 tox: 2%; HepG2 tox: -20%; Nrf2 block: 8%

(more compounds)
canonical_smiles | S2 tox | TGFb SMAD3 inh | Nrf2 ARE act | CCT chaperon mod | Mm-Cpn inhibitor | pAkt inh | A549 tox | HepG2 tox | Nrf2 block
CCS(=O)(=O)N1Cc2ccccc2CC1C(=O)Nc1ccc(OC)c(OC)c1 (configuration not stated) | i | -7% | -0.4% | 0.8 | -9% | i | 5% | 7% | 7%
CCNC(=O)CN(c1ccccc1)S(=O)(=O)c1ccc(Cl)cc1 | i | 5% | 0.4% | -0.4 | 0% | i | 9% | -2% | 2%
Cc1cccn2c(=O)c3cc(C(=O)NC(C)c4ccccc4)c(=N)n(CCCn4ccnc4)c3nc12 (configuration not stated) | i | -18% | 0.8% | -0.1 | -3% | i | -6% | -20% | -10%
CCCCN1C(=O)C2ON(c3ccccc3C)C(c3ccco3)C2C1=O (configuration not stated) | i | -28% | 0.2% | -2.8 | 0% | i | -9% | -33% | ?
O/N=C(/CCc1ccccc1)C1(O)CCCCC1 | i | 0% | -0.1% | 0.1 | 0% | i | 4% | 7% | 6%
COc1ccc(C2=NOC(C(=O)Nc3ccc4c(c3)OCCO4)C2)cc1OC (configuration not stated) | i | 0% | 0.1% | -1.1 | 1% | i | -4% | -3% | -1%
O=C(CCN1C(=O)/C(=C\c2ccccc2F)SC1=S)N1CCOCC1 | ? | -20% | 10% | -6.3 | nt | i | nt | -44% | nt
CC(C)Cn1c(=S)[nH]c2cc(Cl)ccc21 | i | -1% | -0.3% | 1.7 | 3% | i | 3% | -35% | -10%
COC(=O)c1cc(=O)n(CCc2ccccc2)c(=Nc2ccc(F)cc2)s1 | i | 11% | 0.4% | 0.8 | 0% | i | 1% | 12% | -16%
CCOC(=O)C(C)c1nc2ccccc2[nH]c1=O (configuration not stated) | i | ? | -0.6% | 1.3 | 3% | i | -2% | 6% | 2%
CC(C)C[C@H]1CN(CCCC[C@@H]2CNC(=O)C(=O)N2CCc2ccccc2)C(=O)C(=O)N1Cc1ccccc1 | i | nt | -0.4% | -1.8 | nt | i | nt | nt | nt
COc1ccccc1-c1nnc(NC(=O)c2ccccc2F)o1 | ? | 0% | ? | -3.8 | 1% | i | -4% | -24% | 13%
c1ccn2cc(-c3ccc4c(c3)OCCO4)nc2c1 | i | 0% | -4.3% | 0.8 | -5% | i | 0% | -82% | nt
COc1cc(NC(=O)C2CC(c3c(F)cccc3Cl)=NO2)c(OC)cc1Cl (configuration not stated) | i | -16% | 3.9% | 0.2 | -1% | i | 8% | 0% | -30%
CC[n+]1oc(-c2ccccc2)cc1C | i | 10% | 0.1% | -2.3 | 0% | i | 2% | 3% | 11%
COc1ccc(C/C(C)=N/NC(=S)Nc2ccccc2)cc1 | nt | ? | 10% | 0.6 | 1% | i | 11% | 3% | ?
O=C(C1CCN(S(=O)(=O)N2CCOCC2)CC1)N1CCN(c2ccc(F)cc2)CC1 | i | -4% | 0.5% | 0.3 | 0% | i | 0% | -9% | -26%
O=C(C[n+]1ccccc1)Nc1ccc(Cl)c([N+](=O)[O-])c1 | i | 5% | 0.2% | -4.6 | -1% | i | 5% | 0% | -1%
O=C(NCCc1ccccc1)c1cc(-c2ccco2)on1 | i | 7% | 21% | -1.5 | 1% | i | 4% | -34% | nt
CCOC(=O)C1=C(COC(=O)c2nc(Cl)ccc2Cl)NC(=O)NC1C (configuration not stated) | ? | 15% | 2.1% | -1.2 | 0% | i | -1% | 5% | 22%
CCOC(=O)c1cc2c(=Cc3ccc(N(C)C)cc3)c3ccccc3n2[n+]1C | nt | ? | 3.6% | -1.9 | nt | i | ? | -39% | 8.2µM*
Cn1ccc(C(=O)OCC(=O)Nc2ccccc2)n1 | i | -16% | -0.2% | 1.6 | 0% | i | 2% | -18% | ?
Cn1cccc1-c1nc2ccccc2n1Cc1ccccc1 | i | ? | -0.5% | -0.1 | 2% | i | -5% | -31% | -15%
Cc1ccc(C2(c3ccccc3)NC(=O)N(CC(=O)NCc3ccccc3)C2=O)cc1C (configuration not stated) | ? | 11µM* | 2.4% | -2.6 | 0% | i | 1% | -28% | -7%

Four neighbouring compounds out of the list so far:
canonical_smiles | S2 tox | TGFb SMAD3 inh | Nrf2 ARE act | CCT chaperon mod | Mm-Cpn inhibitor | pAkt inh | A549 tox | HepG2 tox | Nrf2 block
CCOC(=O)c1cc2c(=Cc3ccc(N(C)C)cc3)c3ccccc3n2[n+]1C | nt | ? | 3.6% | -1.9 | nt | i | ? | -39% | 8.2µM*
Cn1ccc(C(=O)OCC(=O)Nc2ccccc2)n1 | i | -16% | -0.2% | 1.6 | 0% | i | 2% | -18% | ?
Cn1cccc1-c1nc2ccccc2n1Cc1ccccc1 | i | ? | -0.5% | -0.1 | 2% | i | -5% | -31% | -15%
Cc1ccc(C2(c3ccccc3)NC(=O)N(CC(=O)NCc3ccccc3)C2=O)cc1C (configuration not stated) | ? | 11µM* | 2.4% | -2.6 | 0% | i | 1% | -28% | -7%
